HEK293 viab – cell viability loss counter-screen; HEK-293-SNCA-luc viability, GF-AFC fluorescence, 24 h; actives 0.12% (n = 150,000); Potency, µM (highest dose often 57.1 µM), inactives show top-dose activity change, negative = cytotoxicity, hits mostly cytotoxic;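 note: 0% = DMSO-treated cells and -100% = medium-only wells without cells; nearly all actives have a fitted effect of over 30% in size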
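HEK-293-SNCA-luc cells (1500/well) plated 24 h, then exposed 24 h to a dilution series; GF-AFC added 30 min at 37C, fluorescence 405/540 nm; normalised to medium-only and DMSO wells, Hill fit.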
SNCA expr inh – SNCA gene expression inhibition | HEK-293 SNCA-luciferase knock-in, luminescence, 24 h | Potency, µM (titrated, usually from 57.2 µM), inactives show at the top dose activity change, negative = inhibition, most hits filed as inhibitors | actives 0.17% (n = 140,000);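 note: plate controls were DMSO cells for no effect and cell-free wells for full effect; nearly all actives have a fitted effect of over 45% in size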
* marks the source's active call; other numbers are inactive results; ? = inconclusive; [ ] = another dose, or the depositor's remark. Calls come from the whole dose curve; as a rule, active = well fitted curve in the direction sought with a large enough effect; inconclusive = small, poorly fitted or top-dose-only effect, or another doubt; inactive = no such curve, though single readings can be large; an effect the other way counts as inactive or inconclusive. Potency is the fitted concentration of half-maximal effect.

SMILES	HEK293 viab	SNCA expr inh
COc1ncc2nc(-c3ccc(F)cc3)c(=O)n(C3CC3)c2n1	-5%	-8%
Cc1cnc(CNc2ncncc2-c2ccccc2CN(C)C)cn1	3%	4%
Cc1noc(C)c1-c1cc(N(C)Cc2ccco2)ncn1	-15%	-11%
O=C(c1csnn1)N1CCC2(CCCN(c3cccc(-c4ccccc4)c3)C2)CC1	-11%	11%
COc1ccc(C(=O)N2CCC3(CCN(Cc4ccccc4)CC3)CC2)cc1	-19%	26%
O=c1c(-c2ccc(F)cc2)nc2cnc(Nc3ccccc3)nc2n1C1CC1	-13%	-14%
CN(Cc1ccco1)c1cc(-c2cccc(C#N)c2)ncn1	-15%	40%[activator]
Cc1nc2cnc(Oc3ccccc3)nc2n(CCC#N)c1=O	-16%	-10%
COC(=O)N1CCC2(CCN(C(=O)Nc3ccccc3)CC2)CC1	1%	-4%
Cc1noc(C)c1C(=O)N1CCC2(CCCN(C(=O)NC(C)C)C2)CC1	8%	-12%
COc1ncc2nc(C)c(=O)n(-c3ccccc3)c2n1	-20%	1%
COc1ncc2nc(-c3cccs3)c(=O)n(-c3ccccc3)c2n1	-18%	11%
Cc1nc2cnc(OCc3ccccc3)nc2n(CCc2ccccc2)c1=O	-35%	-4%
COc1cccc(Cn2c(=O)c(-c3ccccc3)nc3cnc(N4CCN(C)CC4)nc32)c1	?	-8%
COc1cccc(Cn2c(=O)c(-c3cn(C)c4ccccc34)nc3cnc(N4CCNCC4)nc32)c1	?	2%
Cc1noc(C)c1C(=O)N1CCC[C@@]2(CCN(C(=O)Nc3ccccc3)C2)C1	-1%	3%
CN(C)C(=O)c1ccc(-c2cncnc2N2CCNCC2)cc1	-5%	0%
O=c1c(-c2ccc(F)cc2)nc2cnc(Oc3cccc(Cl)c3)nc2n1C1CC1	-3%	18%
COc1ccc(C(=O)N2CCC[C@@]3(CCN(c4ncccn4)C3)C2)cc1	-10%	11%
CNc1ncnc2ccc(-c3ccc4c(c3)OCO4)cc12	-8%	7%
COc1cccc(-c2nc(NCc3cnc(C)cn3)c3ccccc3n2)c1	-22%	106%[activator]
COc1cccc(-c2cncnc2NCc2cccs2)c1	-3%	?
O=C(c1cnccn1)N1CCC2(CC1)CN(c1ccccc1)C2	-2%	-3%
CS(=O)(=O)N1CCC2(CC1)CN(Cc1ccc(C#N)cc1)C2	7%	9%
Cn1cc(-c2nc3cnc(Oc4cccc(Cl)c4)nc3n(C3CC3)c2=O)c2ccccc21	13%	20%

24 of the compounds above, with bars between the fields:
SMILES | HEK293 viab | SNCA expr inh
COc1ncc2nc(-c3ccc(F)cc3)c(=O)n(C3CC3)c2n1 | -5% | -8%
Cc1cnc(CNc2ncncc2-c2ccccc2CN(C)C)cn1 | 3% | 4%
Cc1noc(C)c1-c1cc(N(C)Cc2ccco2)ncn1 | -15% | -11%
O=C(c1csnn1)N1CCC2(CCCN(c3cccc(-c4ccccc4)c3)C2)CC1 | -11% | 11%
COc1ccc(C(=O)N2CCC3(CCN(Cc4ccccc4)CC3)CC2)cc1 | -19% | 26%
O=c1c(-c2ccc(F)cc2)nc2cnc(Nc3ccccc3)nc2n1C1CC1 | -13% | -14%
CN(Cc1ccco1)c1cc(-c2cccc(C#N)c2)ncn1 | -15% | 40%[activator]
Cc1nc2cnc(Oc3ccccc3)nc2n(CCC#N)c1=O | -16% | -10%
COC(=O)N1CCC2(CCN(C(=O)Nc3ccccc3)CC2)CC1 | 1% | -4%
Cc1noc(C)c1C(=O)N1CCC2(CCCN(C(=O)NC(C)C)C2)CC1 | 8% | -12%
COc1ncc2nc(C)c(=O)n(-c3ccccc3)c2n1 | -20% | 1%
COc1ncc2nc(-c3cccs3)c(=O)n(-c3ccccc3)c2n1 | -18% | 11%
Cc1nc2cnc(OCc3ccccc3)nc2n(CCc2ccccc2)c1=O | -35% | -4%
COc1cccc(Cn2c(=O)c(-c3ccccc3)nc3cnc(N4CCN(C)CC4)nc32)c1 | ? | -8%
COc1cccc(Cn2c(=O)c(-c3cn(C)c4ccccc34)nc3cnc(N4CCNCC4)nc32)c1 | ? | 2%
Cc1noc(C)c1C(=O)N1CCC[C@@]2(CCN(C(=O)Nc3ccccc3)C2)C1 | -1% | 3%
CN(C)C(=O)c1ccc(-c2cncnc2N2CCNCC2)cc1 | -5% | 0%
O=c1c(-c2ccc(F)cc2)nc2cnc(Oc3cccc(Cl)c3)nc2n1C1CC1 | -3% | 18%
COc1ccc(C(=O)N2CCC[C@@]3(CCN(c4ncccn4)C3)C2)cc1 | -10% | 11%
CNc1ncnc2ccc(-c3ccc4c(c3)OCO4)cc12 | -8% | 7%
COc1cccc(-c2nc(NCc3cnc(C)cn3)c3ccccc3n2)c1 | -22% | 106%[activator]
COc1cccc(-c2cncnc2NCc2cccs2)c1 | -3% | ?
O=C(c1cnccn1)N1CCC2(CC1)CN(c1ccccc1)C2 | -2% | -3%
CS(=O)(=O)N1CCC2(CC1)CN(Cc1ccc(C#N)cc1)C2 | 7% | 9%

New compounds follow:
SMILES	HEK293 viab	SNCA expr inh
COc1ccc2[nH]cc(CCNc3ncnc4ccc(-c5ccc(C(=O)N(C)C)cc5)cc34)c2c1	-7%	-11%
CN(C)c1ncnc2ccc(-c3ccccc3C(F)(F)F)cc12	0%	50%[activator]
O=c1c(-c2cccc(F)c2)nc2cncnc2n1Cc1ccccc1Cl	?	-20%
CC(C)CN1CC2(CCN(C(=O)c3ccco3)CC2)C1	1%	-1%
O=C(c1cccc(F)c1)N1CCC2(CCN(Cc3nccs3)CC2)CC1	-1%	-19%
Cn1cccc1C(=O)N1CCC2(CCN(C(=O)Nc3cccc(F)c3)CC2)CC1	-3%	29%
CN(C)c1ccc(-c2cncnc2NCc2cccnc2)cc1	-3%	-14%
O=S(=O)(c1ccccc1)N1CCC2(CCN(Cc3ccncc3)CC2)CC1	-8%	8%
COc1ccc(C(=O)N2CCC[C@@]3(CCN(C)C3)C2)cc1	-3%	19%
Cn1c(=O)c(-c2ccc(F)cc2)nc2cnc(N3CCOCC3)nc21	?	99%[activator]
CN(C)c1ccc(-c2cncnc2NCc2cccs2)cc1	-11%	34%[activator]
O=C(c1cccc(F)c1)N1CCC[C@@]2(CCN(c3ccncc3)C2)C1	9%	17%
CN(C)c1ncc2nc(-c3ccc(F)cc3)c(=O)n(Cc3ccc(F)cc3)c2n1	-7%	-1%
O=c1c(CCc2ccccc2)nc2cnc(Oc3ccccc3)nc2n1C[C@H]1CCCO1	0%	-13%
CC(C)CN1CCCC2(CCN(C(=O)c3ccco3)CC2)C1	6%	-1%
CN(C)c1ncc2nc(-c3cc(F)cc(F)c3)c(=O)n(C)c2n1	-18%	51%[activator]
O=C(c1ccncc1)N1CCC[C@@]2(CCN(Cc3cc(C(F)(F)F)cc(C(F)(F)F)c3)C2)C1	-1%	29%
Cc1noc(C)c1-c1ccc2ncnc(NCc3ccccc3)c2c1	-4%	82%[activator]
CN1CCN(c2nc(-c3ccc(N(C)C)cc3)nc3ccccc23)CC1	?	23%
COCCn1c(=O)c(-c2cccs2)nc2cnc(Nc3ccccc3)nc21	?	6%
CCNc1ncc2ncc(=O)n(Cc3cccc(OC)c3)c2n1	?	-10%
Cc1cnc(CNc2ncnc3ccc(-c4cccc(NS(C)(=O)=O)c4)cc23)cn1	-9%	-5%
COc1ccc(-n2c(=O)c(-c3ccc(Cl)cc3)nc3cnc(N4CCNCC4)nc32)cc1	?	-3%
c1cncc(CNc2cc(-c3ccc4c(c3)OCO4)ncn2)c1	1%	89%[activator]
COc1ccc2[nH]cc(CCNc3ncncc3-c3ccc(C(=O)N(C)C)cc3)c2c1	-1%	17%
(listing goes on)
SMILES	HEK293 viab	SNCA expr inh
CN(C)C(=O)c1ccc(-c2cncnc2NCc2cccs2)cc1	1%	25%
COc1ncc2nc(-c3ccc(F)cc3)c(=O)n(-c3ccccc3)c2n1	2%	-7%
CCNc1ncc2nc(-c3ccccc3)c(=O)n(CCC#N)c2n1	?	20%
CN(C)c1ncc2nc(CCc3ccccc3)c(=O)n(CCc3ccccc3)c2n1	-5%	11%
N#CCCn1c(=O)cnc2cnc(N3CCNCC3)nc21	-3%	21%
Cn1cccc1C(=O)N1CCC2(CC1)CCN(c1ccccc1)CC2	-7%	22%
COc1ccccc1CN1CC2(CCN(C(=O)c3ccncc3)CC2)C1	-12%	0%
Cc1cnc(CNc2ncncc2-c2cccnc2)cn1	2%	-5%
CNc1cc(-c2ccccc2C(F)(F)F)ncn1	-1%	-11%
Cc1ccccc1-c1cc(Nc2ccccc2)ncn1	-4%	76%[activator]
c1cncc(-c2nc(-n3ccnc3)c3ccccc3n2)c1	-7%	-7%
COc1ccc(-c2nc3cnc(N4CCN(C)CC4)nc3n(Cc3cccs3)c2=O)cc1	?	8%
COc1ccccc1CNc1cc(-c2ccc(C(=O)N(C)C)cc2)ncn1	-2%	-17%
CN(C)c1nc(-c2ccccc2C(F)(F)F)nc2ccccc12	-16%	-6%
Cc1ccccc1-c1cncnc1N(C)Cc1ccco1	5%	-3%
FC(F)(F)c1cc(CN2CCC3(CCNCC3)CC2)cc(C(F)(F)F)c1	-6%	13%
FC(F)(F)c1ccccc1-c1nc(NCc2cccs2)c2ccccc2n1	-7%	-22%
COc1ccc(-c2nc3cnc(Oc4cccc(Cl)c4)nc3n(C[C@H]3CCCO3)c2=O)cc1	21%	-17%
c1nc(N2CCNCC2)c2cc(-c3ccoc3)ccc2n1	-19%	-2%
COCC(=O)N1CCC2(CCN(Cc3nccs3)CC2)CC1	-6%	9%
CN(C)c1ncc2nc(CCc3ccccc3)c(=O)n(C[C@H]3CCCO3)c2n1	-8%	42%[activator]
O=C(Oc1ccccc1)N1CCC2(CC1)CCN(c1ncccn1)CC2	-10%	-4%
O=C(c1cnccn1)N1CCC[C@@]2(CCN(c3cccc(-c4ccccc4)c3)C2)C1	-18%	-14%
COc1cccc(Cn2c(=O)c(-c3ccc(Cl)cc3)nc3cnc(N4CCN(C)CC4)nc32)c1	?	-7%
COC(=O)N1CCC2(CCCN(Cc3ccccc3OC)C2)CC1	-2%	21%
Further records follow:
SMILES	HEK293 viab	SNCA expr inh
COc1cccc(Cn2c(=O)cnc3cnc(Nc4ccccc4)nc32)c1	?	-9%
CN(C)C(=O)c1ccc(-c2cc(NCc3cccs3)ncn2)cc1	-9%	15%
CC(=O)N1CCC2(CC1)CN(c1cccc(-c3ccccc3)c1)C2	5%	13%
O=c1c(-c2cccs2)nc2cncnc2n1Cc1ccccc1	7%	-23%
COc1ccc(NC(=O)N2CCCC3(CCN(C(=O)c4cccc(F)c4)CC3)C2)cc1	-11%	-9%
CN(C)C(=O)c1ccc(-c2nc(N(C)C)c3ccccc3n2)cc1	-4%	2%
CC(C)CN1CCC2(CC1)CCN(C(=O)c1cccc(F)c1)CC2	1%	1%
CC(C)NC(=O)N1CCCC2(CCN(C(=O)c3csnn3)CC2)C1	11%	-16%
O=c1c(-c2cccc(Cl)c2)nc2cncnc2n1Cc1ccccc1Cl	?	12%
COc1ccc(-c2nc3cnc(Nc4cccc(OC)c4)nc3n(C3CC3)c2=O)cc1	?	-10%
O=C(c1csnn1)N1CCC2(CC1)CN(c1ccccn1)C2	-1%	9%
COCC(=O)N1CCC2(CCCN(c3ncccn3)C2)CC1	3%	12%
COCCn1c(=O)c(-c2cn(C)c3ccccc23)nc2cnc(OCc3ccccc3)nc21	?	2%
N#CCCn1c(=O)c(-c2cccs2)nc2cnc(Nc3ccccc3)nc21	1%	27%
COc1cccc(Cn2c(=O)c(-c3ccccc3)nc3cnc(N(C)C)nc32)c1	?	15%
Cc1noc(C)c1C(=O)N1CCC2(CCN(Cc3cc(C(F)(F)F)cc(C(F)(F)F)c3)CC2)CC1	?	-2%
COc1cccc(-c2cc(NCc3cnc(C)cn3)ncn2)c1	1%	-5%
COc1cccc(Cn2c(=O)c(-c3ccc(F)cc3)nc3cnc(N4CCOCC4)nc32)c1	?	2%
COCCn1c(=O)c(CCc2ccccc2)nc2cnc(OC)nc21	-8%	9%
CN1CCN(c2ncc3nc(-c4cccc(C#N)c4)c(=O)n(C[C@H]4CCCO4)c3n2)CC1	?	11%
COc1ccc(Oc2ncc3nc(-c4ccc(OC)cc4)c(=O)n(CCC#N)c3n2)cc1	-7%	-5%
O=S(=O)(c1ccccc1)N1CCC[C@@]2(CCN(c3ncccn3)C2)C1	-10%	10%
COCCn1c(=O)c(-c2ccccc2)nc2cnc(Oc3ccccc3)nc21	-13%	25%
O=c1c(-c2ccccc2)nc2cnc(N3CCOCC3)nc2n1Cc1ccc(F)cc1	?	24%
O=c1c(-c2ccc(Cl)cc2)nc2cnc(Oc3ccccc3)nc2n1C1CC1	8%	15%
COCCn1c(=O)c(-c2ccc(OC)cc2)nc2cnc(OC)nc21	8%	-2%
CN1CCN(c2nc(-c3cccnc3)nc3ccccc23)CC1	-15%	-4%
CS(=O)(=O)N1CCC[C@@]2(CCN(c3ccccn3)C2)C1	1%	-13%
Cc1ccccc1-c1cc(NCCN2CCOCC2)ncn1	-4%	64%[activator]
COc1ccccc1-c1nc(N2CCN(C)CC2)c2ccccc2n1	-18%	7%

Screening results: PubChem BioAssay, National Center for Advancing Translational Sciences (NCATS)

These rows are one share of the data; the hit share may differ from the screen's.
